# USP1-UAF1 inh: Inhibitors of USP1/UAF1: Primary Screen | Ubiquitin carboxyl-terminal hydrolase 1 (Homo sapiens), O94782 | recombinant USP1/UAF1, Ub-Rhodamine cleavage fluorescence | Potency, µM (top dose mostly 57.1 µM), for inactives: top-dose activity change, negative = inhibition, hits mostly inhibitors | 390,000 compounds, 0.23% hits | AID 743255, 2014; note: % is set by controls: 0 for no effect and ±100 for the full control effect; nearly all actives have a fitted effect of over 60% in size; inactives centre near -12
#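 USP1/UAF1 complex (1 nM) preincubated 15 min at room temperature with compound, then Ub-Rho substrate (150 nM final) added. Kinetic fluorescence at 480/540 nm over 6 reads at 60 s intervals; 50 mM HEPES pH 7.8, 0.5 mM EDTA, 0.1 mg/ml BSA, 1 mM TCEP, 0.01% Tween-20.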
# RXFP1 ag: qHTS Assay for Agonists of the Relaxin Receptor RXFP1. Relaxin receptor 1 (Homo sapiens), Q9HBX9. HEK293T-RXFP1 cAMP TR-FRET, 30 min; response scale: percent of porcine relaxin response, buffer zero. Potency, µM (highest dose often 57.5 µM), for inactives: at the top dose activation, hits mostly activators. 370,000 compounds, 0.3% hits; note: % is set by controls: 0 for no effect and ±100 for the full control effect; nearly all actives have a fitted effect of over 60% in size; many of its hits are not listed in these tables
#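 HEK293 cells stably expressing RXFP1, treated 30 min at 37C with compounds plus PDE4 inhibitor Ro 20174; cAMP measured by HTRF TR-FRET. Normalized to buffer and 29 nM porcine relaxin; EC50 by Hill fit.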
# Vif-APOBEC3G blk: qHTS for Inhibitors of Vif-A3G Interactions: qHTS; 410,000 compounds, 0.076% hits; HeLa A3G-eYFP + Vif (tagged APOBEC3G with the HIV-1 protein that degrades it), YFP fluorescence, overnight; Potency, µM (titrated, usually from 46.1 µM), for the others: top-dose activity, negative = active, most hits filed as inhibitors; DNA dC->dU-editing enzyme APOBEC-3G (Homo sapiens), Q9HC16;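 note: % is set by controls: 0 for no effect and ±100 for the full control effect; nearly all actives have a fitted effect of over 60% in size; hits raise eYFP signal because A3G escapes Vif-driven loss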
# Target sequence (Q9HC16 whole entry, looked up): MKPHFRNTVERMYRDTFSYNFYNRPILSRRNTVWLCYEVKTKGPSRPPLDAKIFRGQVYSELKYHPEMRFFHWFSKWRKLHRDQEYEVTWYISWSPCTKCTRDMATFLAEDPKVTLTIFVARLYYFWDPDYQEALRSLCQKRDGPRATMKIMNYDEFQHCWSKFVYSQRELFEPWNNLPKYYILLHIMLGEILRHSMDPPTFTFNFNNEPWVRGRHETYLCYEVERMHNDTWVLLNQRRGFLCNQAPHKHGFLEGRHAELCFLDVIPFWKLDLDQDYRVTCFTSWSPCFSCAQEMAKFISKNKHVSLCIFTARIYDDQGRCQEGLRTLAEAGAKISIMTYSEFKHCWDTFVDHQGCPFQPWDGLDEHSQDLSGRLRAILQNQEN
#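 HeLa cells stably expressing Vif and C-terminally eYFP-tagged A3G, seeded overnight at 37 deg C, then exposed to compound by pintool overnight at 37 deg C. Rise in yellow fluorescence (Ex 488/Em 500-530, Acumen) marks blocked Vif-driven A3G degradation.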
# TrxR1 substrate: qHTS Assay for Substrates of Mammalian Selenoprotein Thioredoxin Reductase 1 (TrxR1): qHTS; Potency, µM (titrated, usually from 114 µM), for the others: at the top dose activity change, negative = substrate turnover; Thioredoxin reductase 1, cytoplasmic (Rattus norvegicus), O89049; purified TrxR1 substrate turnover, NADPH consumption readout; 390,000 compounds, 0.01% hits; note: % is set by controls: 0 for no effect and ±100 for the full control effect; nearly all actives have a fitted effect of over 50% in size
# Target sequence (O89049 whole entry, looked up): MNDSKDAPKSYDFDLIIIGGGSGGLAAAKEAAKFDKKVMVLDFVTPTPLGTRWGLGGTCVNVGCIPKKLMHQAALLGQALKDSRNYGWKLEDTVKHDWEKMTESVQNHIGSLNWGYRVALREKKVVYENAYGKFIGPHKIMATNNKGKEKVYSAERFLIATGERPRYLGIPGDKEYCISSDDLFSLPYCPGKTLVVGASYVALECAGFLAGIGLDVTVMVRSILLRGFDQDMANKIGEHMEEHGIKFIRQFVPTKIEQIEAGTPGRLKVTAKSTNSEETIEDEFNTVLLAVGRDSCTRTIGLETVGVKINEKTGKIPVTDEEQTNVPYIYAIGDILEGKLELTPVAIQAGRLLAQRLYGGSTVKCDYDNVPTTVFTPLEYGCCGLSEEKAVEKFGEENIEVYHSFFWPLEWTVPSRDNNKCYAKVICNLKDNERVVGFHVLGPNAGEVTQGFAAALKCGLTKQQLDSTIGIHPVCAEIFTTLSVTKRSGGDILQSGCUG
#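 Rat TrxR1, dispensed at 90 nM, was prereduced with 400 uM NADPH (final) for 5 min at ~22 deg C, then incubated with compound 15 min before 400 uM selenite. A first-read NADPH fluorescence drop versus no-compound background flagged substrates.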
# RGS4 inh: Inhibitors of Regulator of G Protein Signaling (RGS) 4: qHTS; Transcreener GDP fluorescence polarization, RGS4-accelerated GTP hydrolysis; 390,000 compounds, 0.039% hits; Regulator of G-protein signaling 4 (Homo sapiens), P49798; AID 504845, 2011; Potency, µM (doses to about 114 µM), inactives show top-dose activity change, negative = inhibition, usual class: inhibitors; note: % is set by controls: 0 for no effect and ±100 for the full control effect; nearly all actives have a fitted effect of over 75% in size; some results filed as inactive show a strong effect at the top dose
# Target sequence (P49798 whole entry, looked up): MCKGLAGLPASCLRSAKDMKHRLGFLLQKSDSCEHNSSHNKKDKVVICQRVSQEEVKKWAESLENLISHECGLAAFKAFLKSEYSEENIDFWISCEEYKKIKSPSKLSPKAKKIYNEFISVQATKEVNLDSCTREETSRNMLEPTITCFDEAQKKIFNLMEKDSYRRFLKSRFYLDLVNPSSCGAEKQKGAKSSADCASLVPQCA
#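 MLSMR compounds (23 nl, pin-transferred) preincubated 10 min at room temperature with a 500nM (2x) first reagent, then RGS4 at 900nM (2x) plus Transcreener GDP mix added; fluorescence polarization (620/688 nm) read before and after 90 min at 30 °C.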
# TrxR1 inh: qHTS Assay for Inhibitors of Mammalian Selenoprotein Thioredoxin Reductase 1 (TrxR1): qHTS. recombinant rTrxR1, NADPH fluorescence consumption, selenite substrate. Thioredoxin reductase 1, cytoplasmic (Rattus norvegicus), O89049. Potency, µM (top dose mostly 114 µM), for the others: top-dose activity change, negative = inhibition, hits mostly inhibitors. 390,000 compounds, 1% hits; note: % is set by controls: 0 for no effect and ±100 for the full control effect; nearly all actives have a fitted effect of over 65% in size
#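 Rat TrxR1 (90 nM in the dispensed reagent) was pre-reduced with 400 uM NADPH for 5 min at room temperature, then incubated with compound for 15 min. After 400 uM selenite was added, NADPH fluorescence (Ex 340/Em 450 nm) was followed for 8 min.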
# 12-LOX inh: Primary qHTS assay for inhibitors of human arachidonate 12S-lipoxygenase (ALOX12): Round 2 | Polyunsaturated fatty acid lipoxygenase ALOX12 (Homo sapiens), P18054 | purified 12hLO, xylenol orange hydroperoxide absorbance | Potency, µM (top dose mostly 108 µM), for the others: at the top dose activity change, negative = inhibition, usual class: inhibitors | 580,000 compounds, 1.1% hits; note: % is set by controls: 0 for no effect and ±100 for the full control effect
#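 Purified human 12hLO (150 nM final) in 25 mM Hepes, 0.01% Triton X-100, pH 7.0 was preincubated 15 min at room temperature with compound. Then 40 uM arachidonic acid was added, 30 min. Hydroperoxide was read by Fe-XO absorbance ratio 573/405 nm.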
# IDH1 R132H inh: qHTS for Inhibitors of mutant isocitrate dehydrogenase 1 (IDH1): qHTS; AID 602179, 2012; IDH1-R132H enzyme, NADPH consumption, diaphorase/resazurin fluorescence; 390,000 compounds, 0.093% hits; Potency, µM (highest dose often 76.6 µM), for inactives: top-dose activity change, negative = inhibition, usual class: inhibitors; note: % is set by controls: 0 for no effect and ±100 for the full control effect; nearly all actives have a fitted effect of over 65% in size
#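 IDH1-R132H (0.5 ug/mL) preincubated 30 min with compound, then NADPH (0.016 mM) and alpha-KG (2 mM) added; 80 min at RT, pH 7.5. Remaining NADPH coupled via diaphorase/resazurin to fluorescence (540/590 nm); concentration-response curves normalized to no-enzyme control.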
# Vif-A3F inh: qHTS for Inhibitors of Vif-A3F Interactions: qHTS | 390,000 compounds, 0.2% hits | Potency, µM (highest dose often 46.1 µM), for the others: at the highest dose activity, negative = active | HeLa A3F-eYFP + Vif (tagged APOBEC3F with the HIV-1 protein that degrades it), YFP fluorescence increase; note: % of control where 0% means no effect; nearly all actives have a fitted effect of over 65% in size
#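 HeLa cells stably expressing A3F-eYFP plus Vif, plated and incubated overnight at 37 deg C, then exposed to compounds overnight at 37 deg C. Blocked degradation read as raised yellow fluorescence (Ex 488/Em 500-530).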
# Starred values were filed as active, the others as inactive; ? = inconclusive; . = not tested or not shown; & = joins results of further samples; ! = not active in a repeat; [ ] = dose if it differs, or a comment. Calls come from the whole dose curve; as a rule, active = well fitted curve in the direction sought with a large enough effect; inconclusive = small, poorly fitted or top-dose-only effect, or another doubt; inactive = no such curve, though single readings can be large; an effect the other way counts as inactive or inconclusive. Potency is the fitted concentration of half-maximal effect. A portion of the library. The share of hits here may be higher or lower than overall.
SMILES,USP1-UAF1 inh,RXFP1 ag,Vif-APOBEC3G blk,TrxR1 substrate,RGS4 inh,TrxR1 inh,12-LOX inh,IDH1 R132H inh,Vif-A3F inh
O=C(Oc1cncc(Cl)c1)c1sccc1Cl,-19%,.,1%,5%,-15%,?,2%,0%,-12%
COc1cc2c(cc1OC)C(c1c(O)n(CCc3ccccc3)c(=S)[nH]c1=O)NCC2 (stereo unspecified),-5%,4.6%,-7%,34%,2%,?,232%[activator],-8%,28%
Cc1cc(C=C2C(=O)N(C)C(=O)N(C)C2=O)c(C)n1-c1ccccc1,-11%,?,2%,0%,-6%[11.4 µM],-10%,-5%,-9%,-13%
Cc1ccc(CCN2CC(C(=O)N3CCC4(CC3)OCCO4)CC2=O)cc1 (stereo unspecified),-10%,0.1%,-4%,3%,-3%,12%,499%[activator],5%,-11%
CCN1CCN(Cc2ccc(OC(F)(F)F)cc2)CC1,-1%,0.6%,3%,9%,4%,14%,?,4%,-2%
Cc1ccc(Cl)cc1N1CCN(C(=O)c2cn(C)c(=O)c3c2c2ccccc2n3C)CC1,-10%,2.2%,-20%,28%,1%,18%,-40%,-1%,-2%
COc1ccc(OC)c(NP(=O)(Oc2ccccc2)Oc2ccccc2)c1,?,-0.5%,1%,-4%,4%,19%,0%,10%,0%
CCN1C(=O)N(CC)C(=O)C2(Cc3ccccc3N3CCN(c4ccccc4)CC32)C1=O (stereo unspecified),-14%,1.0%,0%,0%,-35%,-13%,?,-2%,0%
CCOC(=O)c1ccc(-[n+]2c(-c3ccccc3)cc(-c3ccccc3)cc2-c2ccccc2)cc1,-8%,-0.5%,-9%,-10%,17%,-19%,.,6%,-18%
CCCC(C)n1[nH]c(=O)c2c1NC(=O)CSC2c1ccc(OC)cc1 (stereo unspecified),-17%,0.0%,-6%,-5%,-7%,-2%[57.1 µM],114%[activator],2%,2%
N#Cc1cccc(NC(=O)CSc2nc3c(cc2C#N)N2CCC3CC2)c1,-14%,0.6%,1%,7%,7%,14%,?,14%,4%
COC(=O)C(O)(c1ccc(NC(=O)NC2CCCCC2)cc1)C(F)(F)F (stereo unspecified),-9%,0.5%,0%,-8%,-10%,-10%,-24%,0%,7%
Cc1c(N=Nc2c(O)n(C)c(=O)n(C)c2=O)c(=O)n(-c2ccccc2)n1C,-20%,3.4%,1%,-1%,-5%,2%,5%,-1%,0%
Cn1cc(CCC(=O)N2CCC3(CC2)OCCO3)c2ccccc21,-10%,0.2%,0%,17%,4%,21%,13%,4%,-6%
COC(=O)N(c1ccc(OC)cc1)P1(=S)OCCC(C)O1 (stereo unspecified),-17%,-0.8%,5%,-1%,-88%,-3%,?,3%,1%
CN1/C(=C\C=C2C(=O)NC(=O)NC2=O)C(C)(C)c2ccccc21,?,2.7%,?,?,-6%,?,-24%,1%,11µM*
CC(C)(Cl)[N+](=O)[O-],8%,-1.2%,2%,-3%,8%,-7%,3%,-4%,2%
COCC(=O)N1Cc2ccccc2-n2nncc2C1,-27%,.,3%,-2%,-9%,15%,5%,-5%[38.3 µM],1%
Cc1cc(C)cc(-n2c(/C=C/c3cccc(F)c3)nc3ccccc3c2=O)c1,-23%,0.2%,-8%,6%[57.1 µM],14%,18%[57.1 µM],6%,13%,-3%
c1ccc2sc(C3(N4CCCCC4)CCCCC3)cc2c1,.,.,.,7%[57.1 µM],-11%[56.9 µM],13%[57.1 µM],?,.,.
Cc1cc(C=O)c(C)n1C1CCCCC1,-18%,-0.4%,-1%,-5%[57.1 µM],-11%,10%[57.1 µM],61%[activator],12%,4%
COc1ccc(O)c(C(C)(C)C)c1,-20%,-2.5%,0%,4%,-4%,27%,-12%,0%,0%
CCN(CC)C(=O)c1ccc(NC(=O)c2c(C)noc2C)cc1,3%,-0.4%,-1%,-1%,0%,6%,-16%,-3%,-8%
CCOC(=O)CC1=C(C(=O)OCC)C2(C(=O)Nc3ccccc32)C(C#N)=C(N)O1 (stereo unspecified),-4%,-1.2%,0%,-3%[57.1 µM],-12%,-10%[57.1 µM],-22%,6%,8%
COC(C)(C)CCCC(C)C/C=C/C(C)=C/C(=O)OC(C)C (stereo unspecified),-29%,-0.4%,1%,2%,2%,-2%,-1%,7%,-3%
Cc1ccc(-n2c(O)c(C=NCCN3CCNCC3)c(=O)[nH]c2=S)cc1,-21%,-1.0%,-3%,-11%,-7%,-20%,18%,7%,2%
CCOP(=O)(OCC)C(NC(=O)c1ccc(Cl)cc1)=C(Cl)Cl,-10%,-1.1%,-2%,6%,15%,10%[57.1 µM],-5%,0%,-2%
COCCCn1c(N)c(C(=O)OCCOC)c2nc3ccccc3nc21,-7%,8.2%,-1%,197%[activator][57.1 µM],-13%[11.4 µM],5%[57.1 µM],0%,5%,10%
O=c1cc(-c2ccc(O)c(O)c2)oc2cc(O)cc(O)c12,?,-3.4%,-13%&0%,-14%&1%,15%,-15%,10µM*!,-9%[38.3 µM],-3%
CCCCNC(=O)Nc1ccc(C(O)(C(=O)OCC)C(F)(F)F)cc1 (stereo unspecified),-8%,-0.5%,0%,10%[57.1 µM],11%,-13%[11.4 µM],15%,2%,-4%

# Only 12-LOX inh, IDH1 R132H inh and Vif-APOBEC3G blk (2 entries from above):
compound	12-LOX inh	IDH1 R132H inh	Vif-APOBEC3G blk
COC(C)(C)CCCC(C)C/C=C/C(C)=C/C(=O)OC(C)C (stereo unspecified)	-1%	7%	1%
Cc1ccc(-n2c(O)c(C=NCCN3CCNCC3)c(=O)[nH]c2=S)cc1	18%	7%	-3%

# A second format for some results above.
Compound | USP1-UAF1 inh | RXFP1 ag | Vif-APOBEC3G blk | TrxR1 substrate | RGS4 inh | TrxR1 inh | 12-LOX inh | IDH1 R132H inh | Vif-A3F inh
COC(C)(C)CCCC(C)C/C=C/C(C)=C/C(=O)OC(C)C (stereo unspecified) | -29% | -0.4% | 1% | 2% | 2% | -2% | -1% | 7% | -3%
Cc1ccc(-n2c(O)c(C=NCCN3CCNCC3)c(=O)[nH]c2=S)cc1 | -21% | -1.0% | -3% | -11% | -7% | -20% | 18% | 7% | 2%
CCOP(=O)(OCC)C(NC(=O)c1ccc(Cl)cc1)=C(Cl)Cl | -10% | -1.1% | -2% | 6% | 15% | 10%[57.1 µM] | -5% | 0% | -2%
COCCCn1c(N)c(C(=O)OCCOC)c2nc3ccccc3nc21 | -7% | 8.2% | -1% | 197%[activator][57.1 µM] | -13%[11.4 µM] | 5%[57.1 µM] | 0% | 5% | 10%
O=c1cc(-c2ccc(O)c(O)c2)oc2cc(O)cc(O)c12 | ? | -3.4% | -13%&0% | -14%&1% | 15% | -15% | 10µM*! | -9%[38.3 µM] | -3%

# (further entries)
SMILES,USP1-UAF1 inh,RXFP1 ag,Vif-APOBEC3G blk,TrxR1 substrate,RGS4 inh,TrxR1 inh,12-LOX inh,IDH1 R132H inh,Vif-A3F inh
CC(NC(=O)N1CC1(C)C)c1ccccc1 (stereo unspecified),-13%,.,1%,11%[57.1 µM],4%,3%[2.29 µM],-4%,1%,-1%
CC(C)CNP(=S)(c1ccccc1)C(C)(C)C (stereo unspecified),-13%,3.1%,-6%,0%,-7%[11.4 µM],3%,-10%,3%,-1%
O=C1NC(=O)N(c2ccc3c(c2)OCO3)C(=O)/C1=C/c1ccsc1,-5%,2.5%,-2%,-12%,?,35µM*,?,4%,-7%
COc1ccc(-n2c(O)c(C(C)=NCc3ccc4c(c3)OCO4)c(=O)[nH]c2=O)cc1,-10%,5.6%,2%,13%[57.1 µM],-6%,13%[57.1 µM],?,-1%,-3%
C=C1CCN([C@@H](Cc2ccccc2)C(=O)Nc2ccc(OC)cc2)S(=O)(=O)c2ccccc21,-29%,.,-4%,1%[57.1 µM],-19%,25%[57.1 µM],-17%,-1%,-2%
c1ccc(C(OCCN2CCNCC2)c2ccccc2)cc1,-8%,0.6%,0%,-7%,1%,-11%,?,8%,-7%
Cc1c(C=O)c2ccccc2n1Cc1cccc(F)c1,-16%,-0.5%,-10%,-7%,?,-10%,1%,5%,-4%
O=Cc1cn(Cc2cccc([N+](=O)[O-])c2)c2ccccc12,-18%,0.5%,-5%,-8%,-2%,-14%,-19%,2%,5%
